# ATXN2 expr inh: Primary qHTS for Inhibitors of ATXN expression; 0.72% of 360,000 active; Potency, µM (titrated, usually from 57 µM), for inactives: at the top dose activity change, negative = inhibition, usual class: inhibitors; HEK-293 ATXN2-luciferase reporter, luminescence, 24 h; AID 1745845, 2022; note: % is set by controls: 0 for no effect and ±100 for the full control effect; nearly all actives have a fitted effect of over 55% in size
#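 qHTS (up to 57 uM final) was run with 24 h compound exposure of reporter cells at 37 °C. Each well was multiplexed: SteadyGlo luminescence measured ATXN2-luciferase expression after a fluorogenic Gly-Phe-AFC viability readout (25 uM final).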
# HepG2 tox: qHTS for Inhibitors of TGF-b: Cytotox Counterscreen; Potency, µM (doses to about 46.1 µM), for the others: top-dose activity change, negative = cytotoxicity, most hits filed as cytotoxic; AID 588856, 2011; HepG2 CAGA-GFP viability, ATP luminescence, 18 h; 0.76% of 410,000 active; note: some results filed as inactive show a strong effect at the top dose
#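 CellTiter-Glo luminescence gave cytotoxicity after 18 hours at 37 degrees C. The cells were HepG2 CAGA-GFP in 1% FBS DMEM, stimulated with 500 pg/mL TGF-beta after compound addition. %Activity was normalised to no-cell wells (complete cell-killing) and DMSO (no toxicity), and curves were fitted and classified.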
# ATXN viability: Viability Counterscreen for Primary qHTS for Inhibitors of ATXN expression; Potency, µM (titrated, usually from 56.7 µM), hits mostly cytotoxic; S2 cells (HEK-293 line with an ATXN2-luciferase reporter) viability, CellTiter-Fluor protease fluorescence, 24 h; 0.49% of 400,000 active; note: nearly all actives have a fitted effect of over 40% in size
# MCF10A rerep: A quantitative high throughput screen for small molecules that induce DNA re-replication in MCF 10a normal breast cells; 2.9% of 350,000 active; AID 624296, 2012; MCF 10A DNA re-replication, Hoechst nuclear intensity, 48 h; Potency, µM (top dose mostly 46.1 µM), for inactives: at the top dose activity, positive = re-replication, hits mostly activators; note: % of control where 0% means no effect; nearly all actives have a fitted effect of over 50% in size
# Nrf2 activator: qHTS of Nrf2 Activators | AID 624171, 2012 | Potency, µM (doses to about 46.1 µM), inactives show at the highest dose activation, hits mostly activators | 0.31% of 410,000 active | AREc32 ARE-luciferase reporter (MCF7-derived line), luminescence, 24 h; note: % of control where 0% means no effect; nearly all actives have a fitted effect of over 65% in size
#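 Reporter line AREc32 (ARE-Fluc), seeded overnight in OPTI-MEM with 5% FBS; compound pin-transferred, 24 hr at 37 deg C, 5% CO2; luminescent read-out.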
# TGFb SMAD3 inh: qHTS for Inhibitors of TGF-b. HepG2 CAGA-GFP TGF-b/SMAD3 reporter, GFP fluorescence, 18 h; TGF-beta stimulated, 500 pg/mL final. Potency, µM (doses to about 46.1 µM), inactives show at the highest dose activity, negative = inhibition, hits mostly inhibitors. 1.2% of 410,000 active. AID 588855, 2011; note: % is set by controls: 0 for no effect and ±100 for the full control effect; nearly all actives have a fitted effect of over 65% in size
#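 Smad-responsive CAGA-GFP expression was quantified in HEPG2 cells exposed to compounds and 500 pg/mL final TGF-beta for 18 h at 37 degrees C; unstimulated wells defined full inhibition.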
# A549 viability: Nrf2 qHTS screen for inhibitors: counterscreen for cytotoxicity | A549 ARE-Fluc cells, CellTiter-Fluor viability, 18-24 h | Potency, µM (series often up to 46 µM), inactives show top-dose activity change, negative = cytotoxicity, hits mostly inhibitors | 0.16% of 390,000 active; note: % is set by controls: 0 for no effect and ±100 for the full control effect
#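 Cytotoxicity counterscreen: CellTiter-Fluor fluorescence was measured in A549 ARE_Fluc cells after 18-24 h of compound exposure in a concentration series. The subsequent BugLite luminescent read reports ARE-luciferase activity.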
# EPAC2 antag: qHTS for Antagonist of cAMP-regulated guanine nucleotide exchange factor 2 (EPAC2): primary screen; Potency, µM (highest dose often 114 µM), for inactives: top-dose activity, negative = inhibition, usual class: inhibitors; 0.18% of 360,000 active; AID 720708, 2013; EPAC2 GEF exchange of Rap1B-BODIPY-GDP, fluorescence; note: % is set by controls: 0 for no effect and ±100 for the full control effect; nearly all actives have a fitted effect of over 45% in size; many of its hits are not listed in these tables
# Target sequence (Q8WZA2 whole entry, looked up): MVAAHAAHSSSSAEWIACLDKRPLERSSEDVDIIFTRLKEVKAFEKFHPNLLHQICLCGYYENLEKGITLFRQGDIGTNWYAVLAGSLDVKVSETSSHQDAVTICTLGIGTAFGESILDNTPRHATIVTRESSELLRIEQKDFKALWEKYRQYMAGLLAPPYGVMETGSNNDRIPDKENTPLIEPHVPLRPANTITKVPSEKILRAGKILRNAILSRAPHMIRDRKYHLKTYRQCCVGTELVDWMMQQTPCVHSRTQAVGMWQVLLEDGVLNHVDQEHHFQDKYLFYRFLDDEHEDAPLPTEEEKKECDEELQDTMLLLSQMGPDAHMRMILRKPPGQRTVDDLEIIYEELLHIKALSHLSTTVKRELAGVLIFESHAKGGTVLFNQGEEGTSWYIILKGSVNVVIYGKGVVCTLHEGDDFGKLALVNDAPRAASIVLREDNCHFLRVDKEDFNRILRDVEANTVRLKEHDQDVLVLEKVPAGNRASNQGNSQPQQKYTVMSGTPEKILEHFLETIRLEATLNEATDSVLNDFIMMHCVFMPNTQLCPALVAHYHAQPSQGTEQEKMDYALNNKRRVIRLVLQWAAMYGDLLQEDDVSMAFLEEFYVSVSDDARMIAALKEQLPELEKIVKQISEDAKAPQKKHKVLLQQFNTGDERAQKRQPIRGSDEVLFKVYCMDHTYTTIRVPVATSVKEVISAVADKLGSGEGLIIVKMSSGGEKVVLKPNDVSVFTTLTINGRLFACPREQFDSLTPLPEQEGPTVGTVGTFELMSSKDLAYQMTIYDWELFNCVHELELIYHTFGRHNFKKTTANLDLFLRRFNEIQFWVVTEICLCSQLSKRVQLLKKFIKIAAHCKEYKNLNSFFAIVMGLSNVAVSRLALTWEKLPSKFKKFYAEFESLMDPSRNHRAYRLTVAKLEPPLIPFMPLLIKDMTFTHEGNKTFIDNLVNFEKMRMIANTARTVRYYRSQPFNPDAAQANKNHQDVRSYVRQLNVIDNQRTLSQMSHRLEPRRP
# Nrf2 block: Nrf2 qHTS screen for inhibitors | A549 ARE-Fluc reporter, luciferase luminescence, 18-24 h | Potency, µM (top dose mostly 46 µM), for inactives: at the top dose activity change, negative = inhibition, most hits filed as inhibitors | 2.1% of 360,000 active | AID 504444, 2011; note: % is set by controls: 0 for no effect and ±100 for the full control effect; nearly all actives have a fitted effect of over 60% in size
#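 Quantitative HTS in A549 cells stably bearing an antioxidant response element-firefly luciferase construct. Inhibition of Nrf2-driven transcription was scored by luminescence after 18-24 h of compound exposure at 37 °C.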
# * marks the source's active call; other numbers are inactive results; i = inactive; u = inconclusive; x = no result given; [ ] = dose if it differs, or a comment. Calls come from the whole dose curve; as a rule, active = well fitted curve in the direction sought with a large enough effect; inconclusive = small, poorly fitted or top-dose-only effect, or another doubt; inactive = no such curve, though single readings can be large; an effect the other way counts as inactive or inconclusive. Potency is the fitted concentration of half-maximal effect.
SMILES,ATXN2 expr inh,HepG2 tox,ATXN viability,MCF10A rerep,Nrf2 activator,TGFb SMAD3 inh,A549 viability,EPAC2 antag,Nrf2 block
Cc1cccc(C)c1NC(=O)c1oc2c(c1C)-c1nn(Cc3ccccc3)cc1CC2,x,-26.9%,x,x,-1.2%,0.0%,-7.1%,x,-7.5%
O=[N+]([O-])c1nn(-c2ccccc2)n(O)c1=NCCc1ccccc1,1.0%,-1.1%,u,u,8.2%,u,u,0.2%,u
CCN(CC)C(=O)c1cccc(-c2csc(C(C)(O)c3ccc(F)c(F)c3)n2)c1 (stereo not drawn),u,-9.9%,u,x,-0.1%,u,x,-9.5%,x
O=C(C1CCN(C2CC(=O)N(c3cccc(Cl)c3)C2=O)CC1)N1CCCCCC1 (stereo not drawn),-11.8%,1.4%,i,2.8%,-0.6%,4.5%,-0.9%,-5.1%,x
O=C(/C=C/c1ccc(Cl)c(Cl)c1)NC1=NCCS1,34.5%[activator],0.9%,u,6.6%,17.9%,0.2%,-2.0%,-5.6%,u
CC1C(=O)C(C)C(c2ccccc2F)NC1c1ccccc1F (stereo not drawn),x,-26.0%,i,-2.2%,-0.7%,-20.5%,-14.4%,-19.9%,1.6%
CC[C@@H]1CC=C[C@H]2[C@H]1C(=O)N(Cc1ccccc1)[C@H]2c1ccc(C(F)(F)F)cc1,-24.4%,-30.4%,u,7.5%,5.7%,u,u,u,u
COc1ccc(C(=O)Nc2ccccc2-c2nnn(CC(=O)N3CCOCC3)n2)cc1,-17.9%,5.7%,i,0.5%,0.2%,-6.9%,5.3%,5.5%,3.4%
CSCCC(NS(=O)(=O)c1ccc(C)cc1)C(=O)NC1CCCCC1 (stereo not drawn),-4.9%,-7.1%,i,-2.1%,-0.1%,11.0%,-2.8%,13.5%,-10.2%
CC(C)CN1CN(Cc2ccco2)CNC1=S,2.1%,3.7%,u,1.4%,0.0%,7.5%,-9.4%,14.8%,-0.6%
O=C(Nc1ccccc1)c1ccc2c(c1)OCO2,44.2%[activator],-33.3%,i,-12.1%,2.5%,13.6%,-10.1%,12.4%,x
CCOc1ccc(N=c2scc(-c3ccc(OC)cc3)n2CCO)cc1,-13.5%,-31.6%,i,u,0.5%,0.0%,-11.2%,-3.5%,u
OC[C@H]1O[C@@H](c2nc(-c3ccc(Br)cc3)no2)C[C@@H]1O,17.2%,-2.1%,i,x,3.5%,-3.5%,x,-12.7%,x
CCOC(=O)c1ccc(NC(=S)N2CCSC2c2ccc(OC)cc2)cc1 (stereo not drawn),17.7%,4.6%,i,11.2%,2.4%,22.8%,-3.3%,-5.2%,-11.2%
CCOc1cccc(C2c3[nH]c4ccccc4c3CCN2C(=O)c2ccccc2F)c1 (stereo not drawn),x,-16.6%,x,x,0.7%,u,2.2%,x,x
COc1ccc2c(c1)CCc1c(C(=O)Nc3c(C)nn(Cc4ccc(Cl)cc4)c3C)noc1-2,x,-1.4%,x,x,0.0%,-3.9%,-1.7%,x,-12.9%
CC(=O)Nc1ccc(NC(=O)CCOc2ccccc2C)cc1,3.2%,-3.6%,i,-3.7%,-0.5%,22.1%,2.4%,-10.9%,9.8%
O=C(CN1CCN(Cc2ccccc2)CC1)N1N=CCC1c1ccccc1 (stereo not drawn),3.8%,-5.7%,i,0.5%,-0.1%,-2.5%,5.4%,10.5%,3.0%
CCCCn1c(N)c(N(CC(C)C)C(=O)CCCc2cccs2)c(=O)[nH]c1=O,-7.4%,21.1%,i,13.8%,1.6%,2.3%,18.5%,-2.7%,14.3%
CC1=NOC(=O)/C1=C\c1ccc(-c2ccc(Br)cc2C(=O)O)o1,14.5%,18.2%,i,12.7%,0.0%,3.4%,-6.5%,-4.1%,0.3%
Cc1cc(C)nc(NC(=O)CSc2ccccn2)n1,6.6%,-37.8%,i,-0.7%,0.2%,3.6%,x,-1.0%,10.8%
COCc1cc(C2C(C(=O)c3ccco3)=C(O)C(=O)N2CCOCCO)ccc1O (stereo not drawn),2.7%,4.1%,i,-4.1%,-1.5%,-15.2%,u,5.5%,-9.0%
O=C(NCc1ccncc1)[C@@H]1CCCN1C(=O)[C@@H]1CCCN1C(=O)c1c(F)cccc1F,-4.2%,x,i,x,-1.0%,x,x,-5.3%,x
O=C(N/N=C/c1c(Cl)cccc1Cl)c1n[nH]c2c1CCCC2,x,-24.2%,i,-2.9%,7.6%,-3.5%,-4.5%,-10.4%,0.0%
COc1ccc(CC(=O)O/N=C(\N)Cc2ccc([N+](=O)[O-])cc2)cc1,-31.2%,-1.1%,i,5.5%,-0.8%,12.5%,0.9%,-2.0%,-5.5%
CCOc1ccc(NC2c3ccccc3C(=O)N2Cc2ccco2)cc1 (stereo not drawn),2.2%,-20.1%,i,-6.0%,6.1%,-24.6%,-2.5%,-22.0%,u
CN1C(=O)C(O)(CC(=O)/C=C/C=C/c2ccccc2)c2ccccc21 (stereo not drawn),0.5%,-4.0%,i,0.2%,8.2%,15.4%,-7.8%,2.3%,16.7%
COc1ccc2c(c1)CCc1c(C(=O)Nc3cc(OC)c(Cl)cc3OC)noc1-2,13.7%,-17.8%,i,x,-1.0%,0.1%,-3.5%,x,12.1%
CCCCN(C(=O)c1ccc(Br)o1)C1CCS(=O)(=O)C1 (stereo not drawn),3.4%,7.0%,i,4.3%,0.0%,0.9%,-2.4%,7.1%,0.2%
COc1cccc(CNC(=O)[C@@H]2CCCN2C(=O)[C@@H]2CCCN2C(=O)OC(C)(C)C)c1,-2.3%,x,i,x,-0.2%,x,x,6.1%,x

# Some of the entries above, set out differently:
compound	ATXN2 expr inh	HepG2 tox	ATXN viability	MCF10A rerep	Nrf2 activator	TGFb SMAD3 inh	A549 viability	EPAC2 antag	Nrf2 block
CCOc1ccc(NC2c3ccccc3C(=O)N2Cc2ccco2)cc1 (stereo not drawn)	2.2%	-20.1%	i	-6.0%	6.1%	-24.6%	-2.5%	-22.0%	u
CN1C(=O)C(O)(CC(=O)/C=C/C=C/c2ccccc2)c2ccccc21 (stereo not drawn)	0.5%	-4.0%	i	0.2%	8.2%	15.4%	-7.8%	2.3%	16.7%
COc1ccc2c(c1)CCc1c(C(=O)Nc3cc(OC)c(Cl)cc3OC)noc1-2	13.7%	-17.8%	i	x	-1.0%	0.1%	-3.5%	x	12.1%

# Next results:
SMILES,ATXN2 expr inh,HepG2 tox,ATXN viability,MCF10A rerep,Nrf2 activator,TGFb SMAD3 inh,A549 viability,EPAC2 antag,Nrf2 block
CCCNC(=O)c1oc2ccc3c(c2c1C)C=CC(C)(C)O3,41.0%[activator],-17.0%,i,19.6%,6.1%,-0.6%,-0.4%,-21.2%,u
Cc1cccc(C)c1NC(=O)c1ccc2c(c1)N(Cc1cccc(Cl)c1)C(=O)c1ccccc1S2=O (stereo not drawn),9.9%,-21.5%,i,x,0.0%,-17.8%,0.8%,x,1.0%
CC(=O)c1c(O)c(C)c(O)c2c1OC1=CC(=O)/C(=C(/C)N)C(=O)C12C (stereo not drawn),x,-27.8%,i,x,-0.1%,2.1%,x,u,x
COc1ccc(C(=O)/C=C/c2cn(CC(O)CN3CCc4ccccc43)c3ccccc23)cc1OC (stereo not drawn),u,-30.1%,u,x,6.5%,u,u,x,u
O=C(CSc1ncc(-c2ccccc2)n1-c1ccccc1)NCc1ccco1,2.8%,-0.3%,i,-5.5%,0.1%,-3.1%,u,-4.3%,u
CCOC(=O)c1ccccc1NC(=O)n1ncc2cc(Cl)ccc21,4.2%,3.0%,u,x,4.6%,21.7%,-6.2%,x,10.1%
Cc1c(NC(=O)OCc2ccccc2)c(=O)n(-c2ccccc2)n1C,4.8%,-8.9%,i,0.8%,-0.2%,3.1%,-5.4%,11.9%,12.0%
O=C(Nc1ncc(Cc2ccc(F)cc2)s1)c1ccc2c(c1)CC(c1ccccc1)OC2=O (stereo not drawn),3.0%,-0.9%,i,x,0.1%,11.2%,-1.6%,x,14.4%
CNC(=S)NCC(O)c1ccc([N+](=O)[O-])cc1 (stereo not drawn),-23.1%,-15.4%,i,-3.2%,-0.1%,3.1%,-1.2%,0.8%,-12.8%
CCn1c2nc(SCCN3CCOCC3)nnc2c2cc(C)cc(C)c21,-30.2%,-12.0%,i,14.4%,0.7%,u,-4.0%,-11.1%,1.3%
O=C(O)c1ccc(-c2cccc([N+](=O)[O-])c2)o1,6.9%,0.9%,i,2.7%,-0.3%,4.5%,-0.5%,-2.3%,-10.1%
CC1CCCCN1S(=O)(=O)c1ccc2[nH]c(=O)cc(C(=O)NCCc3ccc(Cl)cc3)c2c1 (stereo not drawn),x,7.0%,x,x,2.2%,u,6.5%,x,x
COc1cccc(N(C(=O)c2ccco2)c2nc(-c3sc(NC(=O)c4ccco4)nc3C)cs2)c1,-19.6%,-25.3%,u,u,6.9%,u,-23.5%,14.0%,u
CCCCNC(=O)C1c2ccccc2OCC(=O)N1Cc1ccccn1 (stereo not drawn),-0.1%,x,i,x,0.2%,x,x,8.3%,x
Cc1c(NC(=O)CN2C(=O)NC(C)(c3ccc(Cl)cc3)C2=O)c(=O)n(-c2ccccc2)n1C (stereo not drawn),-0.8%,-10.3%,i,-0.8%,-0.1%,0.0%,-5.3%,5.3%,5.4%
CC(=O)OC[C@@H]1CN(Cc2ccccc2)C[C@H](n2cnc3c(NCc4ccc(F)cc4)ncnc32)O1,3.7%,-23.1%,i,x,5.1%,2.9%,x,u,x
Cc1ccc(S(=O)(=O)N2CCOCC2)cc1C(=O)N1CCCCCC1,1.9%,-12.3%,i,-11.5%,-1.0%,0.0%,1.9%,-3.4%,1.0%
Cc1c(O)cnc2nn(-c3ccccc3)c(=N)n12,15.0%,5.9%,i,x,0.2%,-7.6%,x,4.9%,x
Cc1ccccc1-c1cc(=O)c2ccccc2o1,0.7%,-11.8%,i,u,16.2%,23.4%,0.6%,u,5.5%
COC(=O)c1cc(NC(=O)Nc2ccccc2OC)cc(C(=O)OC)c1,-5.0%,-24.0%,i,-4.1%,0.9%,-12.7%,x,-0.3%,-26.5%

# Screens deposited in PubChem BioAssay by National Center for Advancing Translational Sciences (NCATS).

# A portion of the library. The share of hits here may be higher or lower than overall.
